# Bioassay records from PubChem BioAssay.
# PG9 Ab binder: small molecules binding HIV-1 gp120 antibody PG9; TR-FRET gp120-PG9 antibody binding; inhibition, % at 6.7 µM; 360,000 tested, 0.43% active; AID 624416; in the data active = inhibition above about 8.5%
# PLC-beta3 inh: inhibitors of human phospholipase C beta3; Q01970; Purified PLC-beta3, fluorogenic substrate, fluorescence; inhibition, % at 12.2 µM; 370,000 tested, 0.18% active; AID 720704; in the data active = inhibition above about 11%;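 also: 0% = median of compound wells on plate and 100% = full blocker control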
# Target sequence (Q01970 whole entry, looked up): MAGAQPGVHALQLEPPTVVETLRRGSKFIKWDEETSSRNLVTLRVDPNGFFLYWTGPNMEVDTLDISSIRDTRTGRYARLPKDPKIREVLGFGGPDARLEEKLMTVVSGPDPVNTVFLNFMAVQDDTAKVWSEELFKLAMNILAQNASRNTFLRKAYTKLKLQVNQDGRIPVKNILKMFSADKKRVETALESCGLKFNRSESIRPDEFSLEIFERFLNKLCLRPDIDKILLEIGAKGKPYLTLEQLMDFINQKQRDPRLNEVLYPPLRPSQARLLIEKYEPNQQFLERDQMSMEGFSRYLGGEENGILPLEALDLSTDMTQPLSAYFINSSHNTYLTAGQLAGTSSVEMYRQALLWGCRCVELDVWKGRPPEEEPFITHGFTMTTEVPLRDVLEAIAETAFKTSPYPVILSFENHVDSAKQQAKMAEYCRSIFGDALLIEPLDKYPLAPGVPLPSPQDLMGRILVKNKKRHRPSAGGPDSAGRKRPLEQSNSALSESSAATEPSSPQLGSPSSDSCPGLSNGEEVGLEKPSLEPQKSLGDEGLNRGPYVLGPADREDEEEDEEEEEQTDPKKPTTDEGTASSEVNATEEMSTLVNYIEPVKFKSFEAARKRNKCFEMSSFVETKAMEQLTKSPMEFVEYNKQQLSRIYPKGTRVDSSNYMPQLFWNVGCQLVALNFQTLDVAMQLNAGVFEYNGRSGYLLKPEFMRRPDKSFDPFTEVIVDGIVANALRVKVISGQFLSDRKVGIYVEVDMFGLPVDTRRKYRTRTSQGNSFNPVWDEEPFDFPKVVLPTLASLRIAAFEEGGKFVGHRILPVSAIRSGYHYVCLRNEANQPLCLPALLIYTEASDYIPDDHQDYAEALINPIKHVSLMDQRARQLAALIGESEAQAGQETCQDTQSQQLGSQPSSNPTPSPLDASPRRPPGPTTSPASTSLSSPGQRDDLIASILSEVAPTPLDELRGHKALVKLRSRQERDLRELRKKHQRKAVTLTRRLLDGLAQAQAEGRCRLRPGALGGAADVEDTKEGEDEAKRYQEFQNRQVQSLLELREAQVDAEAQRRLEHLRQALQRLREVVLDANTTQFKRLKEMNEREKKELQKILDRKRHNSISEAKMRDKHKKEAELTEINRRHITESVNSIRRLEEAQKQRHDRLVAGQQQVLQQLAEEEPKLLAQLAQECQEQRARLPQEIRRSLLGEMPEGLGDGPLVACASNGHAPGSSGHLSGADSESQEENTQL
# DAX1 inh-1: blocks DAX1 repression of SF-1 activated StAR promoter. 370,000 tested, 1.1% active. inhibition, % at 6.8 µM. HEK293T StAR-luciferase reporter, SF-1/DAX-1 repression relief. AID 652010;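 active = inhibition above the mean over all tested compounds plus 3 SD, cut at about 3.6% in these data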;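 also: 0% = DAX-1 cells with DMSO and 100% = cells lacking DAX-1 with DMSO; higher inhibition means more luminescence from relief of DAX-1 repression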
# FXN GAA850 act: increases GAA850 frataxin promoter reporter activity | HEK293 lucGAA850 FXN promoter luciferase reporter, 24 h; percent of 10 µM SAHA response | activation, % at 6 µM | 360,000 tested, 0.56% active;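 active = activation above the average of all compounds screened plus 3 SD, cutoff fixed separately per campaign, cut at about 7.5% in these data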;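 also: 0% = DMSO wells and 100% = 10 µM SAHA wells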
# ssDAF-12 act: activates DAF-12 receptor from parasite S. stercoralis | 370,000 tested, 1% active | AID 652126 | activation, % at 6.8 µM | HEK293 ssDAF-12/GRIP1 lit1-tk-luc reporter, luminescence; % of 3 µM dafachronic acid response;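 active = activation above the mean over all tested compounds plus 3 SD, cut at about 0.9% in these data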;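 also: 0% = DMSO-only wells and 100% = 3 µM delta7-dafachronic acid wells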
# SMARCA2 activ: activators of SMARCA2 function | MG213 cells, MMTV-luciferase reporter, dexamethasone, overnight | activation, % at 9.1 µM | 370,000 tested, 1% active; in the data active = activation above about 7.8%;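 also: 0% = vehicle wells and 100% = reference activator wells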
# hcDAF12 agonist: activates DAF-12 receptor from parasite H. contortus | 370,000 tested, 1.4% active | HEK293 hcDAF-12 lit1-tk-luc reporter, luminescence; 0% DMSO, 100% Δ7-dafachronic acid | activation, % at 6.8 µM;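 active = activation above the mean of all tested compounds plus 3 SD, cut at about 5.5% in these data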;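 also: 100% = response to 3 µM Δ7-dafachronic acid high control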
# HGIII-sPLA2 inh: Inhibits HGIII-sPLA2 liposome hydrolysis, primary screen. Q9NZ20. QFRET BODIPY PC-A2 liposome hydrolysis, fluorescence. inhibition, % at 12.2 µM. 370,000 tested, 0.56% active. AID 743126;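 active = inhibition above mean plus 3 SD of compounds lying within the high and low control bounds, cut at about 19% in these data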;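 also: 0% = median of test compound wells and 100% = no enzyme DMSO wells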
# DAX1 inh-2: inhibits human nuclear receptor DAX1. P51843. HEK293 Gal4-DAX1 luciferase reporter, luminescence. inhibition, % at 6.75 µM. 340,000 tested, 0.99% active. AID 504766;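 active = inhibition above the mean over all tested compounds plus 3 SD, cut at about 4.2% in these data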;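 also: 0% = DAX1-transfected cells with DMSO and 100% = empty-vector control cells with DMSO; inhibition shows as a rise in luminescence from relieved DAX1 repression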
# hgDAF-12 ag: activates the H. glycines DAF-12 receptor ligand-binding domain. HEK293 GAL4-hgDAF12 UAS-luciferase reporter, agonist luminescence; normalized to butyrate control. activation, % at 6.8 µM. 370,000 tested, 1.8% active. AID 687014;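 active = activation above a cutoff set at the mean of all screened compounds plus 3 SD, cut at about 10% in these data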;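 also: 0% = DMSO wells and 100% = sodium butyrate wells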
# Rev-erbA mod: Rev-erb alpha (human) modulation. 370,000 tested, 0.79% active. activity, % at 10 µM. AID 1259318. P20393. Rev-erbα–FITC-DNA binding, fluorescence polarization, 90 min;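 active = activity above about 14%, limit read from the data; passing the limit was not always enough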;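 also: 0% = DMSO wells with 35 nM protein and 100% = DMSO wells with 750 nM protein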
# * = called active by the depositor; . = no result given; & = joins results of further samples.
SMILES,PG9 Ab binder,PLC-beta3 inh,DAX1 inh-1,FXN GAA850 act,ssDAF-12 act,SMARCA2 activ,hcDAF12 agonist,HGIII-sPLA2 inh,DAX1 inh-2,hgDAF-12 ag,Rev-erbA mod
CCCS(=O)(=O)NC(=O)C1(C)CCCN(C(=O)c2c(C)noc2C)C1 (stereo not given),1.0,3,-0.8,-3.0,-0.4,-6,-0.1,17,.,-0.7,3
O=C(Nc1ccc2c(c1)OCCO2)c1ccc(Br)cc1,-0.8,-4,2.4,3.7,-0.1,2,8.3*,-3,2.2,15*,-1
CC1(C(=O)NS(=O)(=O)c2ccc(Cl)cc2)CCN1C(=O)C1CCCCC1 (stereo not given),-0.4,-4,-0.1,0.4,-0.4,-5,-0.6,8,.,0.9,-3
O=C1N/C(=N\N=C\c2ccccn2)SC1Cc1cccc(SC(F)F)c1 (stereo not given),-3.2,1,0.5,-3.5,-1.8,-1,-0.5,-6,-0.2,5.9,-2
CCn1cc(/C=C(\NC(=O)c2ccccc2F)C(=O)NCCN2CCOCC2)c2ccccc21,-1.1,-13,-1.3,0.6,-0.9,0,-0.8,-3,0.3,0.8,5
Cc1cccc2cc(CN(C(=O)c3cnccn3)C3CCCCC3)c(Cl)nc12,-3.3,2,-0.6,7.6*,-0.8,-2,-1.5,-17,-0.4,-1.9,5
COc1ccc(CC(=O)Nc2ccc(S(=O)(=O)Nc3nccs3)cc2)cc1,-2.2,-4,0.5,1.6,-0.8,0,1.7,-17,-0.2,-0.1,-2
CC(C)N1C(=O)CC(Nc2ccc(N3CCOCC3)cc2)C1=O (stereo not given),0.0,-11,-0.6,0.8,-1.0,-4,0.6,-3,1.1,-1.4,7
COc1ccc(S(=O)(=O)Nc2ccc(NC(C)=O)cc2)cc1[N+](=O)[O-],0.2,2,0.8,0.3,-1.1,-1,1.0,-3,0.6,0.9,-9
Cc1nonc1OCCn1c([N+](=O)[O-])cnc1C,-3.2,4,-0.3,1.4,-1.8,0,-2.9,2,0.7,-3.4,0
Cc1ccc(C)c(N2CCN(S(=O)(=O)c3ccc4c(c3)CCN4C(=O)CCC(=O)O)CC2)c1,-2.2,1,1.9,-0.7,-1.0,6,-0.7,4,0.7,0.6,3
Cc1nc(CS(=O)(=O)c2ccc(Cl)cc2)cc(N2CCOCC2)n1,-0.6,0,-0.4,0.1,-1.2,-4,-0.3,8,-0.3,-0.4,-2
Cc1nc(SCc2ccc(C(=O)O)cc2)c2c(C)c(C)sc2n1,-0.8,-2,0.3,0.7,-0.8,2,4.1,-9,0.2,0.6,0
O=C(Nc1ccccc1)/C(=C/c1ccc([N+](=O)[O-])cc1)NC(=O)c1ccco1,-0.8,-3,-0.4,-2.4,-0.7,0,-1.4,-1,1.6,-1.8,0
O=C(CN1CCOCC1)N/N=C/c1c(O)ccc2ccccc12,-1.3,-16,-0.9,-1.7,0.3,-2,-0.6,-3,-1.0,-5.4,-3
CCOC(=O)c1c(C)[nH]c(C)c1C(=O)CSc1nnc(-c2ccncc2)n1Cc1ccccc1,-0.3,-4,-0.7,-1.0,-0.8,0,-1.4,-11,0.8,-1.2,-10
COc1ccccc1CNC(=O)COc1cccc(-n2cnnn2)c1,-0.5,-1,1.6,1.4,-1.1,-1,-1.1,2,-1.2,-2.4,1
CCOC(=O)c1ncn2c1CN(C)C(=O)c1cc(F)ccc1-2,-1.6,5,0.3,1.7,-1.6,-3,-0.9,-1,-0.2,-1.2,2&0
COc1ccc(/C=C2/C(=O)N=C3SCCN32)cc1,-2.6,8,0.0,3.1,-1.5,0,-0.5,-39,-0.8,-0.5,3
Cc1cc(C(=O)N2CCCC(N3CCN(c4cccc(Cl)c4)CC3)C2)no1 (stereo not given),0.0,-9,-1.1,1.1,-0.9,-3,-1.9,3,-1.0,-1.5,0

# Printed as active in hcDAF12 agonist (from the list above):
structure,PG9 Ab binder,PLC-beta3 inh,DAX1 inh-1,ssDAF-12 act,SMARCA2 activ,hcDAF12 agonist,HGIII-sPLA2 inh,DAX1 inh-2,Rev-erbA mod
O=C(Nc1ccc2c(c1)OCCO2)c1ccc(Br)cc1,-0.8,-4,2.4,-0.1,2,8.3*,-3,2.2,-1

# Following part
SMILES,PG9 Ab binder,PLC-beta3 inh,DAX1 inh-1,FXN GAA850 act,ssDAF-12 act,SMARCA2 activ,hcDAF12 agonist,HGIII-sPLA2 inh,DAX1 inh-2,hgDAF-12 ag,Rev-erbA mod
Cc1ccc2nc(SCC(=O)Nc3ccc(C)c([N+](=O)[O-])c3)[nH]c2c1,0.6,5,-0.5,2.4,0.1,-1,-0.5,-11,0.1,-1.0,7
COc1ccc(-c2ccc3oc(-c4ccc(OC)cc4)c(-c4cc(OC)c(OC)c(OC)c4)c3c2)cc1,1.6,-3,0.0,-1.3,-1.3,0,-0.1,5,1.5,-2.0,-2
COc1ccc(C(=O)Nc2nnc(-c3ccco3)s2)cc1,-0.5,-26,6.9*,-4.5,1.1*,2,7.7*,-2,-2.1,9.1,3
Cc1ccc(NC(=O)C(=O)NCCN2CCN(S(C)(=O)=O)CC2)cc1C,0.3,2,1.2,-0.9,-1.3,-3,0.5,-1,-0.8,1.3,2
CCOC(=O)c1c(N)sc(C(O)(C(F)(F)F)C(F)(F)F)c1-c1ccc(Cl)cc1,-1.2,-3,-0.4,-3.5,-1.3,-4,-1.3,-31,-0.5,-1.1,3
COCC(C)N1CCC(Oc2ccc(C(=O)N3CCCC3)cc2)CC1 (stereo not given),-0.4,-2,0.1,-0.8,0.4,-1,-0.9,1,2.1,2.2,2
CCn1c(C(=O)O)c(CC(=O)Nc2cccc(C(F)(F)F)c2)c2ccccc21,-0.7,-4,0.3,-0.1,-1.2,-2,-1.4,-29,0.0,-3.3,-3
Cc1ccc(NCN2C(=O)c3ccccc3C2=O)cc1Cl,0.0,2,-0.4,-2.2,0.0,1,1.0,0,-0.3,0.4,1
CCOc1ncccc1C(=O)OCC(=O)c1ccc(Br)s1,1.0,1,-0.4,2.5,-0.6,0,-0.7,-35,1.4,-0.3,0
COCCNC(=O)/C(C#N)=C/c1ccc(OCC(=O)NC2CCCCC2)cc1,0.8,-5,-0.4,0.7,-1.8,-3,1.1,6,1.1,4.8,-5
COc1cc(/C=c2\s/c(=C\C(=O)C(C)(C)C)[nH]c2=O)cc(OC)c1OC,-4.0,-188,-2.1,3.8,-1.9,-3,-2.9,-5,0.5,-4.6,-2
CS(=O)(=O)c1ccccc1-c1nnc(NC(=O)c2cccc(N3C(=O)CCC3=O)c2)o1,-0.8,-6,0.4,0.9,-0.9,-1,0.4,-5,-0.4,1.4,-7
COc1ccc(CN2CCN(CCc3ccccc3)C(CCO)C2)cc1Cn1cncn1 (stereo not given),-1.0,3,0.4,1.9,-0.7,-1,0.1,-3,-0.2,-0.9,2
Cc1cc(OCCN2CCOCC2)ccc1[N+](=O)[O-],-3.0,5,1.7,4.5,0.2,3,5.4,0,0.3,4.2,2
N/C(COc1ccc(C(=O)O)cc1)=N\O,-1.1,1,-1.0,0.4,-0.8,0,0.4,2,0.1,-0.4,-3
CCN(Cc1nc2ccccc2c(=O)[nH]1)Cc1cc(=O)oc2cc(C)c(C)cc12,-1.4,-5,-0.3,-4.1,-2.1,0,-1.9,-14,-0.5,-0.9,-2
CCCCOc1ccc(C(=O)N(C)CC(=O)Nc2ccc(C)cc2)cc1,1.1,-3,0.0,1.9,-0.2,-1,4.4,-4,-0.6,0.5,-1
CCN1CCN(C(c2cccs2)C(C)NC(=O)c2cccc(OC)c2OC)CC1 (stereo not given),-2.2,-1,0.5,-1.9,-1.3,2,0.2,-3,0.6,-0.1,-3
O=C(Oc1ccc(-c2ccccc2)cc1)N1CCCCC1,-0.3,3,0.8,6.5,-1.1,6,-0.5,-3,-0.1,4.0,-3
O=C(Cn1ncn2c(cc3sccc32)c1=O)NC1CCCC1,-1.3,-2,3.0,0.9,-1.3,1,-1.4,0,-0.8,0.1,7

# Part of the list above, bar-delimited:
SMILES | PG9 Ab binder | PLC-beta3 inh | DAX1 inh-1 | FXN GAA850 act | ssDAF-12 act | SMARCA2 activ | hcDAF12 agonist | HGIII-sPLA2 inh | DAX1 inh-2 | hgDAF-12 ag | Rev-erbA mod
Cc1cc(C(=O)N2CCCC(N3CCN(c4cccc(Cl)c4)CC3)C2)no1 (stereo not given) | 0.0 | -9 | -1.1 | 1.1 | -0.9 | -3 | -1.9 | 3 | -1.0 | -1.5 | 0
Cc1ccc2nc(SCC(=O)Nc3ccc(C)c([N+](=O)[O-])c3)[nH]c2c1 | 0.6 | 5 | -0.5 | 2.4 | 0.1 | -1 | -0.5 | -11 | 0.1 | -1.0 | 7

# The list goes on:
SMILES,PG9 Ab binder,PLC-beta3 inh,DAX1 inh-1,FXN GAA850 act,ssDAF-12 act,SMARCA2 activ,hcDAF12 agonist,HGIII-sPLA2 inh,DAX1 inh-2,hgDAF-12 ag,Rev-erbA mod
Cc1noc(C)c1S(=O)(=O)N(C)CC(=O)NCc1ccccc1,-1.1,6,0.0,0.2,-0.9,1,-1.3,3,-0.3,-0.8,-5
CSCCC(NC(=O)COc1ccccc1)C(=O)OCCOc1ccc(F)cc1 (stereo not given),-0.3,-7,-0.9,2.9,-0.4,-2,-1.6,-1,1.3,0.3,2
O=C(c1ccc([N+](=O)[O-])cc1)N1CCN(C(=O)c2cccnc2)CC1,0.1,-8,-0.1,-0.1,-1.6,0,0.8,-2,1.2,2.3,9
COc1cc(C)ccc1S(=O)(=O)NC(=O)C1(C)CCN1C(=O)COc1ccc(Cl)cc1 (stereo not given),-0.6,0,-0.2,1.1,-0.4,0,2.2,3,.,-1.8,6
CC(C(=O)N1CCc2ccccc21)N(C)CC(=O)Nc1ccc(F)cc1 (stereo not given),0.4,-13,-0.8,0.2,-0.5,0,-1.4,1,-0.6,-1.1,-4
Cc1cccc(Cc2c(C)[nH]c(=O)c(C#N)c2C)c1,-0.5,0,0.5,1.1,-0.7,-2,-0.2,4,-0.5,-0.7,3
O=C(NC1CCN(Cc2ccccc2)CC1)C1CCN(S(=O)(=O)c2cccc3nsnc23)CC1,0.0,3,-1.2,-2.0,-1.4,-1,-1.4,-3,-2.2,-3.4,-1
COC(=O)Cc1c(C)nc2nc(NCc3c(F)cccc3Cl)[nH]n2c1=O,-1.6,1,-0.7,-1.2,-1.3,0,-0.9,5,0.5,-0.4,-4
COc1ccc(S(=O)(=O)Nc2cccc3c2O[C@H](CN(C)S(=O)(=O)c2cn(C)cn2)[C@@H](C)CN([C@H](C)CO)C3=O)cc1,0.3,3,1.8,1.7,-0.8,-1,-0.3,-6,1.3,0.6,1
COc1ccc(-c2cc(=O)n(-c3ccc([N+](=O)[O-])cc3)[nH]2)cc1,0.5,-4,0.0,1.5,-1.4,4,-2.3,5,1.1,0.1,-4
Cc1cccc(C(=O)O/N=C(\N)Cc2ccc([N+](=O)[O-])cc2)c1,0.1,4,0.2,6.2,-0.5,0,3.4,-6,0.2,0.2,-1
